RAD52 inh = RAD52 DNA annealing inhibitors, primary screen, biochemical, FRET, single point, set 2 | inhibition, % at 18.7 µM | 360,000 compounds, 0.46% hits | recombinant RAD52 DNA annealing, FRET fluorescence | DNA repair protein RAD52 homolog (Homo sapiens), P43351;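 active = every replicate showing at least 50% inhibition; inconclusive = mean inhibition at least 50% but not in every replicate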
E-selectin induc = E-selectin induction in HUVECs, primary screen, imaging, HUVEC, immunofluorescence imaging, single point; normalized: neutral wells 0, TNF-alpha wells 100; AID 686992, 2013; activation, % at 7.58 µM; 260,000 compounds, 0.37% hits;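 active = mean E-selectin-positive cell signal at least 10% of the positive control, reached in at least 60% of replicates, without over 20% cell loss; inconclusive = no rule given, readout overlaps actives, possibly toxicity-flagged; inactive = the rest, including those meeting only one limit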;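 note: in these data hits start at about 27%; measured in HUVEC primary endothelial cells; signal is the percent of cells scored E-selectin positive by PE staining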
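Assay system: HUVEC, human umbilical vein endothelial cells / Amount: 3,000 HUVEC/well / Controls: TNF-alpha positive control, DMSO neutral control / Compound dosing: single concentration / Medium: EGM-2 over gelatin coat / Evaluation: percent E-selectin-positive cells / Signal: immunofluorescence imaging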
Xi reactivation = activators of inactive X chromosome reactivation, primary screen, imaging, XiGFP fibroblasts, GFP high-content imaging, set 2; activation, % at 7.58 µM; AID 743238, 2013; 360,000 compounds, 0.055% hits; XiGFP mouse fibroblasts, % GFP-positive cells imaging, 3 d; cells co-treated with 5-aza-dC sensitizer; scaled so ellipticine positive control = 100%;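 active = mean normalized replicate activation at least 10% and every replicate at or above 10%; inconclusive = only one of the two criteria met; inactive = mean below 10% and not all replicates reach 10%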;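 note: 0% = median of on-plate neutral control wells and 100% = ellipticine 6 µM median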
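System: SV40-immortalized XiGFP fibroblast cells, line 68-5-11 / Incubation: 3-day compound exposure, then 15 min fixation at room temperature / Compound: single concentration per compound, delivered by pin transfer / Buffer or medium: DMEM plus 5-aza-dC sensitizer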
esBAF inh = Bmi1 luciferase reporter increase in mESCs, primary screen, esBAF inhibitor project, mouse ES cells, Bmi1 luciferase knock-in, single point; 24 h; 100% = twice the neutral-well signal; reporter increase, % at 12.5 µM; 350,000 compounds, 2% hits; AID 602393, 2012; in the data active = activation above about 40%; inconclusive = no clear call, values can overlap the other calls;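 note: 0% = median of the plate's neutral control wells and 100% = double that signal; a rise in the Bmi1 reporter signal indicates esBAF inhibition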
S100A4 MyoIIA = inhibitors of S100A4-myosin IIA peptide binding, primary screen, biochemical, fluorescence polarization, TAMRA-MyoIIA peptide | inhibition, % at 10.7 µM | Protein S100-A4 (Homo sapiens), P26447 | AID 652163, 2013 | 360,000 compounds, 0.14% hits;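 active = mean inhibition of at least 70% across replicates, with every replicate also reaching that level; inconclusive = mean inhibition reaches 70% but some replicates fall short; inactive = mean inhibition below 70%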
Target sequence (P26447 whole entry, looked up): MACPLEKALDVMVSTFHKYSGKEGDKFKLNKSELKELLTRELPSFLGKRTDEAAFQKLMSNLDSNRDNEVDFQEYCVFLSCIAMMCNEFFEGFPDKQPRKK
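System – human S100A4 monomer protein, biochemical binding assay · Buffer or medium – Calcium-containing HEPES buffer, pH 7.2 · Timing – 5 min between mix addition and reading · Also added – TAMRA-labelled myosin IIA heavy-chain peptide probe, 5 nM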
ERAP1 HTS inh = human ERAP1 aminopeptidase inhibitors, primary screen, biochemical, single point, plate reader; Endoplasmic reticulum aminopeptidase 1 (Homo sapiens), Q9NZ08; recombinant ERAP1, Leu-AMC fluorescence, 60 min; inhibition, % at 10.7 µM; 340,000 compounds, 0.15% hits;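 active = mean replicate inhibition of at least 30%, or all replicates individually reaching that 30% level; inactive = mean below 30% and not every replicate reaching it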;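 note: 0% = neutral control wells and 100% = L-leucinethiol positive control wells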
ERp5 block = inhibitors of ERp5-driven insulin aggregation, primary screen, biochemical, turbidity, absorbance 650 nm, single point; 90 min; inhibition, % at 9.99 µM; 350,000 compounds, 0.05% hits; AID 651711, 2012;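 active = mean replicate inhibition above about 25%, with every replicate also reaching it, limit read from the data, passing the limit was not always enough; inconclusive = only one of those two criteria met; inactive = neither criterion met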
RAD54 branch = inhibitors of human RAD54 branch migration, primary screen, biochemical, fluorescence, single point | AID 602329, 2012 | DNA repair and recombination protein RAD54-like (Homo sapiens), Q92698 | 360,000 compounds, 0.14% hits | RAD54 Holliday junction branch migration, FAM/BHQ fluorescence | inhibition, % at 10.4 µM;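 active = mean normalized replicate activity at least 40 and at least half of replicates scoring 40 or more; inconclusive = only one of the two criteria met; inactive = mean below 40 and under half of replicates reaching 40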;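 note: 0% = median of neutral control wells and 100% = median of positive control wells; inhibitors cause a drop in the FAM fluorescence signal; in these data hits start at about 50%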
Target sequence (Q92698 whole entry, looked up): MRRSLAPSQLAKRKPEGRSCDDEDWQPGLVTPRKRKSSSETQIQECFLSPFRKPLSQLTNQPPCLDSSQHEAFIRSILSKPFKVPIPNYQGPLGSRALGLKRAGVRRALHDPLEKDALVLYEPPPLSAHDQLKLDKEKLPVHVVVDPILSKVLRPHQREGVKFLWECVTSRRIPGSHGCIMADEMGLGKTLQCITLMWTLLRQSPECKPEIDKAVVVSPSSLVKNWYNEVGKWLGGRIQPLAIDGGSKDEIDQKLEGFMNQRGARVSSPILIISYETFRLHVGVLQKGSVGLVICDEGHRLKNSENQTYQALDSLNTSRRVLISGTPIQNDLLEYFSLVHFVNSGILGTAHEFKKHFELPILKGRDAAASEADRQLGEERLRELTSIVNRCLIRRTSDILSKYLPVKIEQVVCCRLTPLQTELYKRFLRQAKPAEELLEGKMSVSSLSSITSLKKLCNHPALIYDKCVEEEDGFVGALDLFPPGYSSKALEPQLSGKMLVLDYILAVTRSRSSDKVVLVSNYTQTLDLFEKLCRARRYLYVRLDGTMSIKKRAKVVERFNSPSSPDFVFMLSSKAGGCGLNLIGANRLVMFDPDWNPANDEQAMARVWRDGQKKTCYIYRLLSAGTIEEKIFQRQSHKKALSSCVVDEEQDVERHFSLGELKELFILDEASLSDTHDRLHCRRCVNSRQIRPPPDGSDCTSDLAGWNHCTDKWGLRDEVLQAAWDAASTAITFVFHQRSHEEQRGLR
Numbers without * were called inactive; ? = inconclusive; . = not tested or not shown. The order is random. About 2.5% of those tested had a hit in this group.

nr	compound	E-selectin induc	RAD54 branch	RAD52 inh	ERp5 block	Xi reactivation	esBAF inh	ERAP1 HTS inh	S100A4 MyoIIA
1	CC(C)CCN1C(=O)c2ccc(C(=O)OCC(=O)N(C)C3CCS(=O)(=O)C3)cc2C1=O (centres undefined)	.	-5	1	1	0.1	1	0	-1
2	O=C(NCc1ccc(F)cc1)c1[nH]c(C(F)(F)F)nc1-c1ccccc1	.	10	-9	-6	0.0	-4	-2	-1
3	CC=Cc1ccc2n(c1=O)C[C@@H]1[C@@H](CO)[C@H](C(=O)NC3CCC3)N(Cc3ccncc3)[C@H]21 (mixture of isomers)	0.1	.	-22	2	-0.1	.	-2	-14
4	O=C(NCc1ccco1)/C(=C\c1ccco1)NC(=O)c1cccs1	.	.	-15	5	0.0	.	4	11
5	Cc1noc(C)c1NC(=O)Nc1ccc2c(c1)CC(=O)N([C@H](C)CO)C[C@@H](C)[C@@H](CN(C)S(=O)(=O)c1ccccc1)O2	-10	-1	13	1	-0.1	0	4	-40
6	c1nc(N2CCCCC2)c2[nH]cnc2n1	1.5	5	-24	-5	0.5	-3	3	-5
7	Cc1cccc(S(=O)(=O)N2CC[C@H]3[C@H](CO)Nc4ccc(C#Cc5cccnc5)cc4[C@H]32)c1	-0.5	.	1	.	0.2	.	-2	-19
8	C[C@@H]1CN([C@@H](C)CO)C(=O)Cc2cc(NC(=O)Cn3cnnn3)ccc2O[C@H]1CN(C)Cc1ccc(-c2ccccc2)cc1	-0.2	1	-42	-3	0.2	-1	0	-16
9	C[C@@H]1CN([C@H](C)CO)C(=O)c2cc(-c3ccncc3)cnc2O[C@@H]1CN(C)C(=O)c1ccncc1	0.2	1	4	2	-0.8	-1	1	-18
10	COc1ccc(-n2ncc3c2CC(C)(C)CC3NC(=O)c2cnc(C)cn2)cc1 (centres undefined)	0.8	1	-3	6	0.0	3	-2	2
11	Cc1cc2c(c(C)c1CCO)C(=O)[C@H](C)C2	.	5	3	6	.	3	-2	-1
12	CC(C)C(NC(=O)C12CC3CC(CC(C3)C1)C2)C(=O)N/N=C/C1=C(N2CCOCC2)C(=C\c2ccc([N+](=O)[O-])cc2)/CC1 (centres undefined)	-0.2	.	-5	-3	-0.1	.	-2	0
13	O=C(NCCOc1ccc(Cl)cc1)c1cccc(S(=O)(=O)N2CCCC2)c1	0.0	-4	-13	11	0.6	4	6	9
14	COCC(=O)N[C@@H]1CC[C@H](CC(=O)N2CCCCC2)O[C@H]1CO	-0.1	-7	-4	-2	0.1	-3	-2	-4
15	O=C(c1ccccc1)N1N=C(c2ccccc2)CC1c1ccccc1 (centres undefined)	0.0	3	-13	0	0.0	3	0	-2
16	Cc1ccc(S(=O)(=O)Nc2ccc3c(c2)C(=O)N([C@@H](C)CO)C[C@@H](C)[C@@H](CN(C)C(=O)c2ccccc2)OCCCC[C@H](C)O3)cc1	.	5	19	-1	0.0	3	1	-12
17	CCCNC(=O)N1C[C@@H](O)COC[C@H]2O[C@@H](CC(=O)NCCCN3CCOCC3)CC[C@@H]21	0.0	17	-2	0	0.0	4	-6	-6
18	O=C1O[C@@H](c2ccccc2)C[C@@H](O)C(=O)CCCCc2ccccc21	-0.1	.	-7	-4	0.2	.	1	-4
19	CCOC(=O)c1ccc(NC(=O)C2(N3C(=O)c4ccccc4C3=O)CCCC2)cc1	-0.1	-8	-25	4	?	3	0	1
20	CC(C)CC(NC(=O)OC(C)(C)C)c1cn([C@@H](CCC(=O)OC(C)(C)C)C(=O)N2CCN(C(=O)OC(C)(C)C)CC2)nn1 (some centres undefined)	0.0	-2	-16	4	0.0	10	1	2
21	COc1ccc(NC(=S)N(CCCN2CCC(C)CC2)Cc2cccs2)cc1	5.4	17	-5	5	0.1	-8	-4	-2
22	CN(c1ccccc1)S(=O)(=O)c1cccc(C(=O)OCC(=O)Nc2ccc(C(N)=O)cc2)c1	0.4	3	-3	-1	0.1	-1	-2	8
23	Cc1cccc(NC(=O)CSc2nnc([C@H](C)NC(=O)OC(C)(C)C)o2)c1C	.	-1	0	2	0.1	7	0	3
24	C[C@@H]1CN([C@H](C)CO)C(=O)c2cc(NC(=O)C3CCCCC3)ccc2O[C@H]1CN(C)Cc1ccc(-c2ccccc2)cc1	0.2	1	-16	4	0.5	3	3	0
25	O=C(O)C[C@@H]1C[C@@H]2c3cc(NC(=O)NC4CCCC4)ccc3O[C@@H]2[C@@H](CO)O1	0.3	6	1	-4	0.3	-2	-2	19
26	CS(=O)(=O)N1CCN(c2ccc(NC(=O)c3ccc([N+](=O)[O-])o3)cc2)CC1	0.8	2	-1	6	-0.8	27	2	1
27	Cc1ccc(S(=O)(=O)NN2C(=O)c3ccccc3NC2c2ccco2)cc1 (centres undefined)	.	.	-11	3	0.1	.	-1	4
28	COc1ccc(CNC(=O)CN(Cc2ccccc2)C(=O)CCC(=O)Nc2nccs2)cc1	.	2	-8	0	0.0	.	-4	-1
29	O=C(NC(=S)N1CCCc2ccccc21)c1ccco1	-1.3	.	-2	6	0.0	.	1	3
30	Cc1cccc(NC(=O)CSc2nnnn2C2CCCC2)c1	.	0	4	13	0.1	-1	2	-7
31	CCOC(=O)C1=CN(Cc2ccco2)S(=O)(=O)N(C)C1c1ccc(F)c(Cl)c1 (centres undefined)	0.0	4	-11	6	0.7	-1	7	-5
32	CC(C)OCCCn1c(SC(C)C(=O)NC2CC2)nc2ccccc2c1=O (centres undefined)	.	-8	-6	3	0.1	-6	3	15
33	C/C(=N\NC(=O)c1ccc(O)cc1)c1ccc(NC(=O)Cc2ccccc2)cc1	.	9	-10	0	0.3	.	2	-7
34	Cc1nonc1C1CCCN1Cc1cn[nH]c1-c1ccc2c(c1)OCO2 (centres undefined)	.	2	-18	-5	0.0	2	-7	-4
35	O=C(NC[C@@H]1N[C@@H](CO)[C@H]1c1ccc(-c2cccnc2)cc1)c1cccc(F)c1	0.2	-3	-118	-13	0.3	6	-4	-14
36	COc1ccccc1CNC(=O)COc1cc(O)c2c(c1)OC(C)(C)CC2=O	.	-5	-4	2	.	14	0	-2
37	Cc1oc(-c2cccc3ccccc23)nc1CN1CCN(c2ncnc3ccccc23)CC1	-0.9	.	-29	-5	0.0	.	-3	2
38	CCN(C[C@@H]1[C@@H](c2ccccc2)[C@H](CO)N1C(C)=O)C(=O)c1cccc(F)c1	-0.3	-2	-21	4	0.0	-3	-1	-19
39	Cc1ccccc1-n1c(SCC(=O)N2CCN(c3ccccn3)CC2)nnc1N1CCOCC1	-0.1	8	5	-14	0.0	-8	-1	-2
40	O=C(Nc1nccs1)c1ccc(S(=O)(=O)N2CCCCC2)cc1	0.1	-18	-11	6	0.0	13	4	-12
41	Cc1ccc(CNC(=O)c2cc3c(s2)CN(Cc2ccccc2)C3)cc1	0.0	-1	-17	4	0.0	-2	1	5
42	C[C@H]1CN([C@@H](C)CO)C(=O)c2cccc(NS(=O)(=O)c3ccccc3)c2O[C@H]1CN(C)Cc1ccc(C(F)(F)F)cc1	1.4	-7	2	-1	0.0	-1	0	-2
43	Cc1ccc(S(=O)(=O)NCCc2cc3ccc(C)c(C)c3[nH]c2=O)cc1	.	-9	-8	-8	0.1	-4	5	37
44	COc1ccc(CNC(=O)C[C@H]2C[C@H](C(=O)N3CCOCC3)[C@@]3(CCC4CCCC4)c4[nH]c5cc(-c6ccco6)ccc5c4CCN3C2=O)cc1OC	1.4	8	-57	6	-0.1	-1	.	-6
45	O=C(COC(=O)c1ccc2c(=O)n3c(nc2c1)CCC3)NC1CCS(=O)(=O)C1 (centres undefined)	0.2	.	-1	7	0.3	.	-1	-9
46	O=C(Nc1ccc(F)cc1)N1CCCCN2[C@@H](CO)[C@@H](c3ccc(-c4ccncc4)cc3)[C@@H]2C1	0.5	-2	15	-1	-0.1	.	0	12
47	COc1ccc(CCNS(=O)(=O)CCNC(=O)c2ccc3c(c2)OCO3)cc1	3.7	-3	-8	2	0.2	-1	1	-4
48	COc1ccc(OCCSc2nnc3sc4ccccc4n23)cc1	.	4	-8	-4	.	?	-1	-4
49	C[C@H]1CN([C@@H](C)CO)C(=O)c2ccccc2-c2ccccc2CO[C@H]1CN(C)C(=O)CCN(C)C	-0.3	-11	10	5	0.1	0	-3	5
50	COc1ccc(CNC(=O)C[C@@H]2C[C@H]3c4cc(N(C)C)ccc4O[C@H]3[C@@H](CO)O2)cc1	-0.2	-6	-60	-4	0.0	-2	0	3
51	CC1Cc2c([nH]c3ccccc23)C(=O)N1 (centres undefined)	.	8	-10	-13	0.3	0	-2	-1
52	COc1cccc(NC(=O)C2CCCO2)c1 (centres undefined)	0.2	-10	-6	0	0.4	-4	-1	-2

An excerpt of these results, screen by screen.
36. COc1ccccc1CNC(=O)COc1cc(O)c2c(c1)OC(C)(C)CC2=O
37. Cc1oc(-c2cccc3ccccc23)nc1CN1CCN(c2ncnc3ccccc23)CC1
38. CCN(C[C@@H]1[C@@H](c2ccccc2)[C@H](CO)N1C(C)=O)C(=O)c1cccc(F)c1

| Assay by compound | 36 | 37 | 38 |
| --- | --- | --- | --- |
| E-selectin induc | . | -0.9 | -0.3 |
| RAD54 branch | -5 | . | -2 |
| RAD52 inh | -4 | -29 | -21 |
| ERp5 block | 2 | -5 | 4 |
| Xi reactivation | . | 0.0 | 0.0 |
| esBAF inh | 14 | . | -3 |
| ERAP1 HTS inh | 0 | -3 | -1 |
| S100A4 MyoIIA | -2 | 2 | -19 |

Single records, as listed above.
O=C(NC[C@@H]1N[C@@H](CO)[C@H]1c1ccc(-c2cccnc2)cc1)c1cccc(F)c1 as listed: E-selectin induc: 0.2; RAD54 branch: -3; RAD52 inh: -118; ERp5 block: -13; Xi reactivation: 0.3; esBAF inh: 6; ERAP1 HTS inh: -4; S100A4 MyoIIA: -14
CC(C)OCCCn1c(SC(C)C(=O)NC2CC2)nc2ccccc2c1=O (centres undefined) as listed: E-selectin induc: .; RAD54 branch: -8; RAD52 inh: -6; ERp5 block: 3; Xi reactivation: 0.1; esBAF inh: -6; ERAP1 HTS inh: 3; S100A4 MyoIIA: 15

High-throughput results (PubChem)
